High-throughput results deposited in PubChem BioAssay by several laboratories.
M4 PAM – human M4 muscarinic receptor positive allosteric modulators, primary screen, CHO-K1 cells, Fluo-8 calcium fluorescence; CHO-K1 hM4/Gqi5, ACh EC20; 0% = ACh EC20, 100% = maximal ACh; activation, % at 3 µM; hit rate 0.4% among 360,000;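 active = activation above its plate's cutoff, the mean activation of sample wells plus 3 SD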; also: some results filed as inactive read as strong as hits
Target sequence (P08173 whole entry, looked up): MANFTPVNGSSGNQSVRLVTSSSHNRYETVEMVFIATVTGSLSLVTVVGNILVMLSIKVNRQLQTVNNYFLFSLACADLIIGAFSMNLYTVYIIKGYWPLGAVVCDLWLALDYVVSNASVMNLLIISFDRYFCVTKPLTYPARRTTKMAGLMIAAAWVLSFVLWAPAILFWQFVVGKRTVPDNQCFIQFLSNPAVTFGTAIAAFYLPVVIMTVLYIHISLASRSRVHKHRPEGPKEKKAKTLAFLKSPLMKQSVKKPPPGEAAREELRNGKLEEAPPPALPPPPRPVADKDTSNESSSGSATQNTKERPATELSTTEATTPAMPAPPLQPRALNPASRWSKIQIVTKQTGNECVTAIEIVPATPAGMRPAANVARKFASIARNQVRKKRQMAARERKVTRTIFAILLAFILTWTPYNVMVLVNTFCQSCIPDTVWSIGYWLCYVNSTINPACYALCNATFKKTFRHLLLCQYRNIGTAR
CHRM5 antagonist – human M5 muscarinic receptor antagonists, primary screen, CHO cells, Fluo-8 calcium fluorescence; inhibition, % at 3 µM; CHO-hM5 cells, ACh EC80; hit rate 0.59% among 360,000; Muscarinic acetylcholine receptor M5 (Homo sapiens), P08912; AID 624040, 2012;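 active = inhibition above a per-plate cutoff, the mean of that plate's test compounds plus 3 SD, cut at about 27% in these data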;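 also: 0% = acetylcholine EC80 with DMSO and 100% = DMSO without agonist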
Target sequence (P08912 whole entry, looked up): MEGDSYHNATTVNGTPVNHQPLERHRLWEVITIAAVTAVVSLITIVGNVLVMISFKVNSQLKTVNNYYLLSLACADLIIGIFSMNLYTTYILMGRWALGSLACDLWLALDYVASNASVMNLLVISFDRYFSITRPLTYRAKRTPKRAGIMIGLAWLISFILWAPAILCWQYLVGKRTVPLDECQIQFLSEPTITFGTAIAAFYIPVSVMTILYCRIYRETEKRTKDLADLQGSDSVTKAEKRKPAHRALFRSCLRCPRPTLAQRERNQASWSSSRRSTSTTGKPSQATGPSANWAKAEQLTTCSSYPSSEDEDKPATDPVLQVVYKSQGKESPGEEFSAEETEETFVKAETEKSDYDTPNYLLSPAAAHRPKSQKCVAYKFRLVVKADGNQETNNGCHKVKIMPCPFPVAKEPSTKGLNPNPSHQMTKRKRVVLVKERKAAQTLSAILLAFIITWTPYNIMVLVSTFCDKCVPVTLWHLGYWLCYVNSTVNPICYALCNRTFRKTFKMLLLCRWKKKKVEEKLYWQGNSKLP
CHO-K1 Ca PAM – nonselective calcium activators in parental CHO-K1 cells, primary screen, counter-screen for M1 PAM project, cell-based, Fluo-8 calcium fluorescence, full deck, 1536-well | activation, % at 3 µM | ATP EC20; 0% at ATP EC20, 100% at ATP max | hit rate 0.02% among 360,000;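 active = activation above the run cutoff, the mean activation of all test compounds plus 3 SD, cut at about 40% in these data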;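 also: peak over basal fluorescence ratio in a 140 s read after ATP addition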
M5 ag – human M5 muscarinic receptor agonists, primary screen, CHO-K1 cells, Fluo-8 calcium fluorescence. CHO-K1 hM5 cells; 0% DMSO wells, 100% maximal acetylcholine response. AID 624037, 2012. hit rate 0.19% among 360,000. activation, % at 3 µM;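 active = activation above the run's mean over test compounds plus 3 SD, cut at about 23% in these data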;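 also: signal is peak over basal fluorescence ratio across the kinetic read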
CRFR2-BP ag – agonists of CRF-BP/CRF-R2 complex, primary screen, cell-based, HEK293, calcium dye fluorescence, uHTS. CRF-binding protein / CRF receptor 2 complex (human). calcium dye fluorescence (FLIPR); percent of saturating CRF peptide response. activation, % at 13.2 µM. hit rate 0.46% among 350,000;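 active = activation of at least 50%, plus an integration ratio under a set limit after plate pattern correction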;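 also: plate controls were neutral control wells without compound for no effect and CRF at EC100 for full effect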
CRFBP-R2 block – antagonists of CRF-BP/CRF-R2 complex, primary screen, cell-based, HEK293, calcium dye fluorescence, uHTS; CRF-induced calcium fluorescence; inhibition, % at 11.8 µM; hit rate 0.59% among 350,000;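 active = inhibition of the ligand-induced calcium signal above about 50% at the single tested concentration, limit read from the data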
TAAR1 ag – human TAAR1 agonists, primary screen, Fluo-8 calcium fluorescence, CHO RD-HGA16 cells; Trace amine-associated receptor 1 (Homo sapiens), Q96RJ0; vehicle wells 0%, saturating PEA agonist 100%; activation, % at 3 µM; hit rate 0.99% among 360,000;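 active = activation above the mean activation of all test compounds in the run plus 3 SD, cut at about 38% in these data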
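test system = CHO RD-HGA16 cells carrying human TAAR1 plus Gα16 | schedule = 17-24 h seeding, 75 min 37 °C dye, 30 min RT | compound dosing = 3 µM single concentration | control set = DMSO and PEA EC100 | replicates = n 1 | signal = Fluo-8 fluorescence, 5 s baseline then 140 s kinetic read | measure = percent activation vs PEA EC100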
TAAR1 antagonist – human TAAR1 antagonists, primary screen, Fluo-8 calcium fluorescence, CHO RD-HGA16 cells. inhibition, % at 3 µM. antagonist. hit rate 1.5% among 360,000. AID 624466, 2012;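 active = inhibition above a per-plate cutoff, the mean inhibition of test compounds on that plate plus 3 SD, cut at about 49% in these data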;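 also: 0% = DMSO plus EC80 beta-PEA response and 100% = DMSO alone without agonist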
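Test system – hTAAR1-expressing CHO RD-HGA16 cells, Gα16-coupled · Also added – β-PEA at EC80 concentration, post-compound challenge · Compound – 3 µM, single point · Incubation – dye loading 75 min at 37 °C, then 30 min room temperature · Measured by – Fluo-8 intracellular calcium dye fluorescence, real-time kinetic reads · Benchmarks – vehicle and agonist controls · Replicates – singlicate, one well per test compound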
M5 PAM – human M5 muscarinic receptor positive allosteric modulators, primary screen, CHO-K1 cells, Fluo-8 calcium fluorescence. AID 624038, 2012. Muscarinic acetylcholine receptor M5 (Homo sapiens), P08912. CHO-K1 hM5, ACh EC20 PAM; 0% = ACh EC20, 100% = ACh EC100. activation, % at 3 µM. hit rate 0.3% among 360,000;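 active = activation above the run cutoff, the mean activation of all test compounds plus 3 SD, cut at about 18% in these data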
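Measured by: Fluo-8 calcium fluorescence; material: human M5 receptor in CHO-K1 cells; schedule: Post-acetylcholine fluorescence recording 140 s; benchmarks: low control EC20 acetylcholine (0%), high control EC100 acetylcholine (100%); read-out: Max/basal fluorescence ratio as % of EC20–EC100 ACh window; compound: single dose, 3 µM nominal final test concentration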
* marks the source's active call; other numbers are inactive results; x = not tested or not shown.

SMILES	M4 PAM	CHRM5 antagonist	CHO-K1 Ca PAM	M5 ag	CRFR2-BP ag	CRFBP-R2 block	TAAR1 ag	TAAR1 antagonist	M5 PAM
O=C(C[C@@H]1C/C=C\C[C@@H](NC(=O)OCC2c3ccccc3-c3ccccc32)C(=O)OCCNC1=O)N[C@@H](CO)Cc1ccccc1	11	3	10	0	1.3	11	4	-11	-1
Cc1cccc(NC(=S)N2CCN(C(=O)c3ccco3)CC2)c1C	3	-5	-11	-2	1.6	14	16	-5	5
c1cnn(-c2cncc(-n3cccn3)n2)c1	13	1	16	-3	-1.5	8	3	-11	3
CC(OC(=O)c1ccccn1)C(=O)Nc1ccc(C(F)(F)F)cc1 (stereo unspecified)	2	-3	14	-2	0.1	-6	-1	14	0
Cc1cc(C)c(C(=O)CSc2nnc(C)c(=O)[nH]2)cc1C	-6	-9	-13	-4	-0.5	3	5	8	1
COc1ccccc1Oc1ccc(N/C=C/C(=O)C(C)(C)C)cc1	-1	7	20	1	0.4	-8	6	-1	-2
Cc1nc2nc(SCC(=O)NCc3ccco3)nn2c(C)c1Cc1c(F)cccc1Cl	4	-2	12	-1	-0.8	-2	6	5	0
CC1CCCN(C(=O)CCS(=O)(=O)c2ccc3c(c2)NC(=O)C(C)S3)C1 (stereo unspecified)	-2	6	-14	0	0.1	-6	x	x	-6
O=C(CO/N=C1\CCCc2nonc21)Nc1ccc(Br)cc1	-5	-5	24	-1	-1.6	-11	19	16	2
Cc1cccc(C)c1NC(=O)N1CC(C)OC(C)C1 (stereo unspecified)	-1	10	-8	-2	0.0	22	42*	-19	-9

Given with two lines to a compound: 5 of the compounds above.
Values run as follows: M4 PAM, CHRM5 antagonist, CHO-K1 Ca PAM, M5 ag, CRFR2-BP ag, CRFBP-R2 block, TAAR1 ag, TAAR1 antagonist, M5 PAM
c1cnn(-c2cncc(-n3cccn3)n2)c1
 : 13, 1, 16, -3, -1.5, 8, 3, -11, 3
CC(OC(=O)c1ccccn1)C(=O)Nc1ccc(C(F)(F)F)cc1 (stereo unspecified)
 : 2, -3, 14, -2, 0.1, -6, -1, 14, 0
Cc1cc(C)c(C(=O)CSc2nnc(C)c(=O)[nH]2)cc1C
 : -6, -9, -13, -4, -0.5, 3, 5, 8, 1
COc1ccccc1Oc1ccc(N/C=C/C(=O)C(C)(C)C)cc1
 : -1, 7, 20, 1, 0.4, -8, 6, -1, -2
Cc1nc2nc(SCC(=O)NCc3ccco3)nn2c(C)c1Cc1c(F)cccc1Cl
 : 4, -2, 12, -1, -0.8, -2, 6, 5, 0

(cont.)
SMILES	M4 PAM	CHRM5 antagonist	CHO-K1 Ca PAM	M5 ag	CRFR2-BP ag	CRFBP-R2 block	TAAR1 ag	TAAR1 antagonist	M5 PAM
C=CCn1c2ccccc2c2nn(C)c(=S)nc21	-8	12	-1	1	-4.9	9	0	2	-9
S=C(NCc1cccc(Cl)c1)NCc1ccco1	1	6	-8	-3	-0.1	13	2	-10	-3
O=C(Cc1ccccc1)N/N=C/c1cccn1-c1ccc([N+](=O)[O-])cc1	0	-5	23	3	0.2	17	4	36	-10
Cc1ccc(Nc2nc(NCc3cccs3)nc3ccsc23)c(C)c1	-13	15	8	4	x	x	28	76*	-28
CC(=O)Nc1ccc(NC(=O)c2nccnc2C(=O)O)cn1	2	1	-9	-2	-1.3	3	-1	-5	4
COc1ccc(OC)c(NC(=O)c2cc(OC(C)=O)cc(C(=O)Nc3cc(OC)ccc3OC)c2)c1	-9	13	-11	5	0.9	2	6	48	-10
CCCn1c(N)c(C(=O)CSc2nnc(C3CC3)n2-c2ccccc2)c(=O)[nH]c1=O	-2	4	6	0	-0.1	-5	10	-14	5
COc1ccc(NC(=O)CCNC(=O)Cn2cnc3ccccc3c2=O)cc1OC	3	-1	3	0	-0.1	-4	-3	9	2
COc1cc(NC(=O)c2ccco2)c(OC)cc1NC(=O)Nc1cccc(Cl)c1	6	7	9	2	2.0	-36	7	36	-2
CC1=Nc2ccccc2N=C(NC(=O)c2ccccc2)C1c1ccccc1 (stereo unspecified)	6	-2	22	-3	-0.2	21	8	5	0
CCCCn1c(OC(=S)N(CC)CC)cc(C)nc1=S	-3	7	6	-3	x	x	x	x	-9
CCN(CC(=O)Nc1c(F)cccc1F)C(=O)CCN1C(=O)C2CCCCC2C1=O (stereo unspecified)	2	7	18	2	-0.1	-1	1	12	0
Cc1ccc(C(=O)CCC(=O)Nc2ccc(C)cn2)cc1	4	3	5	5	-0.9	-12	6	-28	4
COc1cc2c(N3CCOCC3)cc(O)c(CC(=O)Nc3ccccc3)c2cc1OC	-1	-7	-3	0	3.2	3	15	-5	-3
Cc1ccc(S(=O)(=O)NCCOCCNS(=O)(=O)c2ccc(C)cc2)cc1	10	-3	-4	3	-4.9	1	9	18	3
O=C1CCc2cc(S(=O)(=O)Nc3ccccc3)cc3c2N1CCC3	4	1	-13	2	-0.2	5	1	-10	-6
CCc1cc2c(NCC3CCCO3)ncnc2s1 (stereo unspecified)	1	2	15	-3	-1.3	-7	5	-13	-5
Cc1csc(SCC(=O)NC2CCCC2)n1	5	4	20	0	2.6	4	0	-12	-3
Cc1cc(OCC(=O)N2CCCCCC2)ccc1[N+](=O)[O-]	3	-3	25	4	0.1	6	2	6	2
Cc1c(NS(=O)(=O)c2cc(C(=O)NCc3cccnc3)cc(Cl)c2Cl)c(=O)n(-c2ccccc2)n1C	12	-4	7	2	-0.8	-2	0	5	2
O=C(CCCc1c[nH]c2ccccc12)Nc1ccc(S(=O)(=O)Nc2ncccn2)cc1	5	9	19	-3	0.3	-3	-1	6	2
CCCCN1CC(COc2ccccc2)Oc2cccc(F)c2S1(=O)=O (stereo unspecified)	1	-5	29	-1	7.0	-12	1	24	0
CCn1c2ccccc2c(=O)c2ccccc21	2	21	7	-5	0.0	-12	2	-7	-4
CC(C)Cn1[nH]c2c3c(ccc2c1=O)C(=O)c1ccccc1C3=O	7	-3	19	-1	-0.6	2	x	x	3
Cc1ccc(N2C(=O)C3C4C=CC(CNC(=S)Nc5ccc(F)cc5)(O4)C3C2=O)cc1 (stereo unspecified)	-15	-1	17	-1	-1.0	-5	1	7	-6
CN1C(c2ccc(F)cc2)=CS/C1=C(/C#N)c1nnc2n1-c1ccccc1SC2	4	6	13	-4	-0.7	5	2	29	-5
Cc1cnc(C(=O)Nc2nnc(SCc3c(Cl)cccc3Cl)s2)cn1	2	-3	32	-7	-2.1	-5	13	13	-2
COC(=O)c1cc(-c2c(C)oc3cc(OC(C)C)ccc3c2=O)c(C)o1	-6	-8	0	-1	-0.3	34	0	1	-8
COc1ccc(Cn2nnnc2C(CC(C)C)N2CCC(C(N)=O)CC2)cc1 (stereo unspecified)	9	-2	18	-3	1.1	-9	3	7	21*
O=C(CCc1nnc(CCCCc2ccccc2)o1)NCc1cc(F)ccc1F	0	-6	15	-3	1.1	19	4	22	-2
O=C1Nc2ccc(F)cc2C12SCCS2	-3	3	-8	4	0.9	6	x	x	-3
Cc1ccc(CN(C)C(=O)c2cc(S(=O)(=O)N3CCOCC3)ccc2F)o1	11	1	-4	1	-2.0	-9	0	-14	-5
N#Cc1c(NC(=S)NC(=O)C2CCCC2)sc2c1CCCCC2	4	-4	-9	-1	0.4	-8	20	43	0
COC(=O)c1cn(C(=O)c2ccc(C)cc2C)c2ccccc12	8	0	24	0	-1.6	-4	5	-7	2
Cc1ccc(-c2nnc(Nc3ccc(C(=O)N(C)C)cc3)c3ccccc23)cc1S(=O)(=O)NCC1CCCO1 (stereo unspecified)	-5	-3	3	-4	-1.0	44	0	8	-4
Cc1cc(C)cc(NS(=O)(=O)CCCS(=O)(=O)Nc2cc(C)cc(C)c2)c1	0	7	15	7	-2.7	-17	5	16	13
O=C(CC1S/C(=N/N=C/c2c[nH]c3ccccc23)NC1=O)Nc1ccccc1 (stereo unspecified)	-5	5	7	-1	2.3	-33	5	18	-1
CC1(C)CC(=O)C2=C(C1)N(Cc1ccco1)C(=O)C2(O)C(F)(F)F (stereo unspecified)	5	-2	17	-6	-0.6	94*	3	-2	6
COC(=O)[C@H]1C[C@@]2(O)CN(S(=O)(=O)c3ccc(C)cc3)C[C@@]2(OC(=O)NCc2ccco2)C[C@H]1C(=O)OC	0	-7	17	0	-0.4	1	1	14	6
O=C(CCCN1C(=O)NC2(CCCC2)C1=O)Nc1ccc(Cl)c(S(=O)(=O)N2CCOCC2)c1	7	3	8	-1	-0.5	-6	1	-7	-2
COC1C(=O)CCC2(CO2)C1(O)C1(C)OC1CC=C(C)C (stereo unspecified)	0	2	-4	0	x	x	1	-13	-2
CN(C(=O)COC(=O)C1c2ccccc2Oc2ccccc21)C1CCS(=O)(=O)C1 (stereo unspecified)	-15	-5	10	-13	-0.4	-10	4	-21	2
Cc1nnc(N/N=C/c2cc(C)n(-c3ccc(F)cc3)c2C)n1N	0	4	17	0	-0.3	13	-1	-10	0
CCOc1cc2c(cc1OCC)C(c1ccc(F)cc1)NCC2 (stereo unspecified)	-10	12	-13	-2	-5.0	-1	10	-1	-10
O=C1Nc2ncccc2OC1CCO (stereo unspecified)	2	8	11	-4	-0.1	1	10	-1	-7
COc1ccc(NC(=O)CSc2nnc(NC(=O)c3ccco3)s2)cc1	1	2	2	1	-1.8	10	3	18	2
CCOc1ccccc1NC(=O)CSc1nc2ccccc2nc1N1CCCC1	-4	1	30	0	0.2	19	0	21	-8
Cc1csc(SCC(=O)Nc2cc(S(=O)(=O)N3CCOCC3)ccc2N2CCOCC2)n1	-13	11	13	0	-0.9	2	0	-25	-9
COC(=O)N1C(=O)[C@](c2ccc(OC)cc2)(C(C)C)N1C(=O)OC	9	8	-2	6	-1.4	-3	12	6	0
CSCCC(N=C1NS(=O)(=O)c2ccccc21)C(=O)NCCc1ccccc1 (stereo unspecified)	0	0	14	-1	-0.4	-6	12	-22	-3
O=C(Nc1cc(C(F)(F)F)ccc1N1CCCC1)C1CC(=O)N(Cc2ccccc2)C1 (stereo unspecified)	-1	0	-2	-1	-0.4	-6	3	-13	-3
COCCn1c(SCC#N)nnc1-c1ccccc1O	3	-4	22	-1	1.3	-3	6	-2	4
NNC(=O)CSc1c(-c2ccccc2)c2cc(Cl)ccc2[nH]c1=O	0	1	-11	-3	20	-36	9	-15	8
